Source: PubChem
TMEM16A act: activates or potentiates the mouse TMEM16A chloride channel; 0.3% of 340,000 active; HEK293 TMEM16A/YFP-H148Q/I152L, iodide quench fluorescence; stronger effect = lower value; B-score at 10 µM; Q8BHY3; AID 623877;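 active = fluorescence-ratio B-score plate-corrected deviation score at least 3 library SD below zero, with starting fluorescence score within 5 deviations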;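 note: channel opened by trigger with iodide after compound preincubation; score built on the fluorescence ratio of max minus min over baseline; more negative score means more quench and so TMEM16A activation or potentiation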
HDAC3 inh: human HDAC3 inhibition; O15379; AID 2718; inhibition, % at 8.3 µM; 0.15% of 320,000 active; recombinant HDAC3, fluorogenic peptide/trypsin coupled, fluorescence; in the data active = inhibition above about 26%, passing the limit was not always enough; inconclusive = no clear call, values can overlap the other calls
Target sequence (O15379 whole entry, looked up): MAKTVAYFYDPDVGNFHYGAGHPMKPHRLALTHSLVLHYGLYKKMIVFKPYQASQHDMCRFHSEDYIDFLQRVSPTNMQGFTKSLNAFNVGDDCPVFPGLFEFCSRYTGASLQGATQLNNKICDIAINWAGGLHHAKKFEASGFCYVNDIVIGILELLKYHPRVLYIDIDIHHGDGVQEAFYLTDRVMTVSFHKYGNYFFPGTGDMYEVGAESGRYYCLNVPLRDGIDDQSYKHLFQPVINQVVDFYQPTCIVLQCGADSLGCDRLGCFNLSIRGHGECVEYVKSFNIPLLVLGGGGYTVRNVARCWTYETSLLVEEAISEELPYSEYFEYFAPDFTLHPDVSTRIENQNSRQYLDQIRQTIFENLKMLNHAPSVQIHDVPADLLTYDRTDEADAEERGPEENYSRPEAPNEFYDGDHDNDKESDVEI
RGS4 block: human RGS4 inhibition. P49798. HEK293 M3R/RGS4 inducible, Fluo-4 calcium flux; stronger effect = higher value; triggered by carbachol at its EC20. B-score at 10 µM. 0.45% of 310,000 active. AID 463165;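 active = B-score, a plate-corrected calcium signal, over three deviations above library mean, with baseline fluorescence within five deviations of library mean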;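 note: RGS4 expression induced by doxycycline in cells with stable M3 receptor; B-score is computed from the integrated fluorescence ratio over baseline after carbachol; higher B-score means a larger calcium signal and so more RGS4 inhibition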
Target sequence (P49798 whole entry, looked up): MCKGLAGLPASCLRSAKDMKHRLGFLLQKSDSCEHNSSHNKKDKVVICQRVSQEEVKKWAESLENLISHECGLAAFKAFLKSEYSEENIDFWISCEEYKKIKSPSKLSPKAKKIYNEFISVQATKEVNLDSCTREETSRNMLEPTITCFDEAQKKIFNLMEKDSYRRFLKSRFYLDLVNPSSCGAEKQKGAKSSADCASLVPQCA
MrgX1 allo act: human MrgX1 positive allosteric modulation, primary screen; Q96LB2; MrgX1-HEK293, Fluo-4 calcium flux, FDSS; stronger effect = higher value; B-score at 10 µM; 0.63% of 310,000 active;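 active = plate-corrected calcium response at least 3 library SD above typical, normal starting fluorescence, not activating the receptor alone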;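 note: compound read alongside a low EC10 to EC30 dose of BAM8-22 agonist; peak minus trough fluorescence over baseline measured at the second addition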
Target sequence (Q96LB2 whole entry, looked up): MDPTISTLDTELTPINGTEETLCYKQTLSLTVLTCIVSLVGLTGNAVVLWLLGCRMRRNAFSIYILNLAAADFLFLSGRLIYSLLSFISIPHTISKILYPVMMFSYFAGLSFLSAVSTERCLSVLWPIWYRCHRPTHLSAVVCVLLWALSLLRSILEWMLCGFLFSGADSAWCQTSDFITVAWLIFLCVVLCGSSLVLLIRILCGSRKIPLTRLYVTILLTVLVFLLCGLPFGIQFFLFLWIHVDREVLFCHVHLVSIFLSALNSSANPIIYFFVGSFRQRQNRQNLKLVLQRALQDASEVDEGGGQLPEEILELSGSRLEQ
TRPC6 activator: activates the mouse TRPC6 cation channel | HEK293-TRPC6 membrane potential dye fluorescence; stronger effect = higher value | 0.13% of 310,000 active | B-score at 10 µM | AID 2550;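 active = B-score of the integrated fluorescence ratio above library mean plus 3 SD, and starting fluorescence ratio within library mean plus 5 SD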;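 note: higher score means more depolarization so channel activation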
TRPC6 inh: blocks the mouse TRPC6 cation channel; HEK293-TRPC6, membrane potential dye, ACh-evoked depolarization; stronger effect = lower value; B-score at 10 µM; 1.1% of 310,000 active; Q61143;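 active = B-score under library mean minus 3 SD, initial fluorescence not abnormally high, positive integrated signal ratio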;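 note: B-score derived from integrated fluorescence ratio over the kinetic read; more negative B-score means stronger inhibition of depolarization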
MrgX1 ag: activates human MrgX1 receptor signaling; B-score at 10 µM; 0.44% of 310,000 active; Q96LB2; MrgX1-HEK293 cells, Fluo-4 calcium fluorescence, agonist mode; stronger effect = higher value;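 active = calcium response B-score plate-corrected fluorescence ratio at least 3 library SD, with starting fluorescence B-score inside 5 SD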
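times = overnight plating, then 30 min 37 °C plus 30 min room-temperature dye loading | assay system = stable human MrgX1 HEK293 cell line | input = fifteen thousand cells per well | signal = kinetic calcium dye fluorescence, Fluo-4 NW | dosing = compound delivered in addition one of three | read-out = B-scored fluorescence response ratio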
RGS4 pot: potentiators or activators of RGS4. HEK293 M3R/inducible RGS4, carbachol calcium flux Fluo4; stronger effect = lower value. B-score at 10 µM. 0.92% of 310,000 active;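 active = B-score of the integrated calcium signal more than 4 SD below the library mean, with starting fluorescence not abnormally high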;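 note: negative B-score means reduced calcium response which marks RGS4 activation or potentiation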
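Assay system: HEK293 FlpIn-TREx cells, stable M3R, doxycycline-inducible RGS4 / Probe or stimulus: carbachol, ECmax concentration / Times: overnight RGS4 induction, 30 min dye load 37 °C, 20 min compound RT / Signal: kinetic calcium fluorescence imaging with Fluo4-AM dye, 2 µM / Measure: Agonist-evoked peak-minus-minimum fluorescence over baseline, integrated ratio, B score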
ANO1 block: blocks the mouse calcium-activated chloride channel TMEM16A | 1.2% of 310,000 active | normalized B-score (activity score, 25-100; higher = stronger inhibition) at 10 µM | HEK293 TMEM16A/YFP iodide influx fluorescence, ionomycin | AID 588511;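 active = ratio plate-corrected score three or more library SD toward inhibition, starting fluorescence score within five deviations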;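 note: score derived from kinetic fluorescence span divided by baseline fluorescence per well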
MrgX1 antag: human MrgX1 receptor antagonism, primary screen; 1.3% of 310,000 active; B-score at 10 µM; MRGX1-HEK293 calcium flux, Fluo-4, BAM8-22 antagonism; stronger effect = lower value;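 active = calcium-response B-score plate-corrected more than 3 library SD below zero, starting fluorescence within 5 deviations, no agonist response on first addition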;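 note: peak minus trough fluorescence over baseline after final BAM8-22 challenge near maximal dose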
SKKanGAS inh: inhibitors of SKKanGAS S. pyogenes growth in kanamycin (SK-promoter or general growth effect) | inhibition, % at 7.5 µM | BacTiter-Glo, 6 h | 1.3% of 300,000 active;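 active = mean replicate score, as percent of positive control median, at least 50; inconclusive = mean below 50 but one replicate at or above 50; inactive = mean and every replicate below 50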;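 note: strain carries kanamycin resistance gene driven by streptokinase promoter and grows in 40 µg/ml kanamycin; loss of luminescence reflects streptokinase promoter inhibition or plain growth inhibition; 0% = median of DMSO wells and 100% = positive control at its reference dose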
Numbers without * were called inactive; i = inactive; u = inconclusive; x = not tested or not shown.

SMILES	TMEM16A act	HDAC3 inh	RGS4 block	MrgX1 allo act	TRPC6 activator	TRPC6 inh	MrgX1 ag	RGS4 pot	ANO1 block	MrgX1 antag	SKKanGAS inh
O=C(CSc1nc2ccncc2[nH]1)Nc1ccccc1C(F)(F)F	i	-0.7	i	i	i	i	i	i	i	i	2.1
O=C(NNS(=O)(=O)c1ccc(F)cc1)c1ccc(O)cc1	i	13.1	i	i	i	i	i	i	i	i	6.0
C/C=C(\C)CN1CCC(n2nccc2NC(=O)CCOc2ccccc2)CC1	i	x	i	i	i	i	i	i	i	i	-0.4
O=C(O)Cn1ncc2ccccc2c1=O	i	0.8	i	i	i	i	i	i	i	i	-4.9
COc1oc(-c2ccccc2)nc1C(F)(F)F	i	2.4	i	i	i	i	i	i	i	i	-2.5
CCOc1ccccc1CN1CCCC(C(=O)c2ccc(OC)c(OC)c2)C1 (stereo not drawn)	i	u	i	i	i	i	i	i	i	i	-3.5
CC(C)c1c(O)nc(SCCOc2ccc(Cl)cc2)[nH]c1=O	i	x	i	i	i	i	i	i	i	i	7.8
CCC(C)CCCCCCCCCCC(=O)O (stereo not drawn)	i	1.7	i	i	i	i	i	i	i	i	-1.3
COc1cccc(NC(=O)N2CCCC2C(=O)NCc2ccco2)c1 (stereo not drawn)	i	-6.0	i	i	i	i	i	i	i	i	11.8
Cc1ccc(-c2nnc(SCC(=O)N/N=C/c3cccs3)n2-c2ccc(C)cc2)cc1	i	u	i	i	i	i	i	i	i	i	1.4
CCCCSc1c(C)c2cc3c(cc2[nH]c1=O)OCO3	i	-4.3	i	i	i	i	i	i	i	i	0.9
Cc1nnc(NC(=O)CSc2nnc(C)n2Cc2ccccc2)s1	i	x	i	i	i	i	i	i	i	i	-1.8
CCCC(=O)N1CC2(C)CN(C(=O)CCC)CC(CCC)(C1)C2=O	i	-0.9	i	i	i	i	i	i	i	i	-3.7
O=C(Nc1ccccc1N1CCOCC1)c1cccc([N+](=O)[O-])c1	i	-3.4	i	i	i	i	i	i	i	i	-6.2
Cc1cc(C)cc(C(=O)NC(CC(N)=O)c2ccc(N3CCC(N4CCCCC4)CC3)c([N+](=O)[O-])c2)c1 (stereo not drawn)	i	5.5	i	i	i	i	i	i	i	i	-2.7
CCN(CC(=O)NCc1ccc(F)cc1)C(=O)CN1CCN(c2cc(Cl)ccc2C)CC1	i	6.1	i	i	i	i	i	i	i	i	7.6
CC(C)(C)C1CCC(=NNC(=O)c2cc(-c3ccccc3)n[nH]2)CC1 (stereo not drawn)	i	1.3	i	i	i	i	i	i	i	i	-10.0
COc1ccc(-n2c(C)c(C)c3c(NCCCN(C)C)ncnc32)cc1	i	4.1	i	i	i	i	i	i	i	i	0.6
Cc1nnc(Sc2nc3c(c(=O)n(C)c(=O)n3C)n2Cc2ccccc2Cl)s1	i	-1.9	i	i	i	i	i	i	i	i	-3.9
CSc1nc(Oc2cccc(C(F)(F)F)c2)cc(C(F)(F)F)n1	i	4.7	i	i	i	i	i	i	i	i	-20.9
N#Cc1ccc(N2CCOCC2)nc1	i	-1.9	i	i	i	i	i	i	i	i	-4.3
COCCNC(=O)/C(C#N)=C/c1ccc(SC)cc1	i	1.5	i	i	i	i	i	i	i	i	6.8
Cc1ccc(F)cc1NC(=O)CN1C(=O)NC2(CCCc3ccccc32)C1=O (stereo not drawn)	i	0.2	i	i	i	i	i	i	i	i	0.5
CCOC(=O)c1c(C)[nH]c(C(=O)CN2CCN(CC)CC2)c1C	i	-1.3	i	i	i	i	i	i	i	i	-6.4
O=C(NCCc1ccc(Cl)cc1)C1CCN(S(=O)(=O)c2cccc3nonc23)CC1	i	-2.2	i	i	i	i	i	i	i	i	2.6
Cc1cc(C(F)(F)F)nc(CCNCc2c(C(=O)N3CCCC3)nc3ccccn23)n1	i	-1.2	i	i	i	i	i	i	i	i	-12.0
Cn1c(=O)[nH]c(=O)c2c1nc1n2CCCS1	i	-5.7	i	i	i	i	i	i	i	i	-1.1
COc1cccc(/C=C/C(=O)OCC(=O)NCC2CCCO2)c1OC (stereo not drawn)	i	3.1	i	i	i	i	i	i	i	i	-10.2
Oc1oc(-c2ccccc2)nc1/C=N/c1ccccn1	i	0.1	i	i	i	i	i	i	i	i	3.7
Cc1cnn(C(=S)NCC2CCCO2)c1 (stereo not drawn)	i	-0.4	i	i	i	i	i	i	i	i	-6.9
Cc1csc(SCC(=O)NC(C)C2CC3CCC2C3)n1 (stereo not drawn)	i	3.7	i	i	i	i	i	i	i	i	-4.8
CC1(C)Cc2c(C#N)c(SCCOc3ccccc3)nc(N3CCOCC3)c2CO1	i	2.3	i	i	i	i	i	i	i	i	14.5
COC(=O)c1ccc(CN2CCCC(CO)(Cc3ccc(F)cc3F)C2)cc1 (stereo not drawn)	i	0.3	i	i	i	i	i	i	i	i	-11.6
Cc1ccc(-c2nc(COC(=O)c3c(C)noc3C)cs2)cc1	i	2.6	i	i	i	i	i	i	i	i	8.5
C=CCN(CC=C)Cc1cc(=O)n2c(-c3ccccc3)csc2n1	i	-1.5	i	i	i	i	i	i	i	i	-3.6
O=C(CNC(=O)c1ccccc1F)OCC(=O)N1CCCc2ccccc21	i	-0.9	i	i	i	i	i	i	i	i	-5.6
OCCNc1nc2ccc(Cl)cc2[nH]1	i	5.3	i	i	i	i	i	i	i	i	1.8
COc1ccc(N2CCN(c3ccc(C(=O)O)cc3[N+](=O)[O-])CC2)cc1	i	-1.2	i	i	i	i	i	i	i	i	3.8
Cc1cc(NC(=O)CSc2nccn2-c2ccc(F)cc2)no1	i	0.3	i	i	i	i	i	i	i	i	1.8
C#CC[N+]1(CC#Cc2ccccc2)CCCC1	i	-1.1	i	i	i	i	i	i	i	i	-3.8
COc1cccc(CNCC2CCCO2)c1 (stereo not drawn)	i	-4.6	i	i	i	i	i	i	i	i	-1.7
Cc1ccc(CNC(=O)CN2CCN(c3ccc(F)cc3)CC2)cc1	i	2.2	i	i	i	i	i	i	i	i	-7.5
CCCCCOc1ccc(C(=O)NCC(=O)NCC(=O)OCC)cc1	i	1.2	i	i	i	i	i	i	i	i	-8.2
O=C(OCC(=O)N1CCCc2ccccc21)c1ccccc1NCCO	i	-21.2	i	i	i	i	i	i	i	i	18.0
O=C(CN(Cc1ccco1)C(=O)Cn1nnc(-c2cccs2)n1)NCC1CCCO1 (stereo not drawn)	i	-1.2	i	i	i	i	i	i	i	i	-4.1
COc1nc(Cl)cn(-c2ccc(C)cc2)c1=O	i	1.1	i	i	i	i	i	i	i	i	-4.1
O=C(CCC1CCCN(C(=O)CCC(F)(F)F)C1)NCc1ccc(F)c(F)c1 (stereo not drawn)	i	4.3	i	i	i	i	i	i	i	-4.78*	-14.8
Cc1cc(Cl)c(S(=O)(=O)N2CCCCCC2)cc1OCC(N)=O	i	-2.6	x	i	x	x	i	x	i	i	x
COc1ccc(CCNC(=O)CCn2c(=O)c3cccn3c3ccc(F)cc32)c(OC)c1OC	i	-0.4	i	i	i	i	i	i	i	i	25.7
Cc1ccc(CNC(=O)CCNS(=O)(=O)c2cccc3nonc23)cc1	i	-1.2	i	i	i	i	i	i	i	i	2.7
Carrying on:
SMILES	TMEM16A act	HDAC3 inh	RGS4 block	MrgX1 allo act	TRPC6 activator	TRPC6 inh	MrgX1 ag	RGS4 pot	ANO1 block	MrgX1 antag	SKKanGAS inh
C/C(=N\NC(=O)c1ccc(CSc2nncn2C)cc1)c1cccs1	i	1.3	i	i	i	i	i	i	i	i	-5.6
Cn1nnc2c[n+](CC(=O)c3ccc4ccccc4c3)cc(Br)c21	i	1.5	i	i	i	i	i	i	i	i	8.9
Cc1ccc([N+](=O)[O-])c2cccnc12	i	-4.7	i	i	i	i	i	i	i	i	0.1
O=C(CNC(=O)c1cccs1)OCc1ccc(Br)cc1	i	-2.0	i	i	i	i	i	i	i	i	-3.9
COc1ccc(CN2CCC(=O)N([C@H](CO)CC(C)C)CC2)cc1OC	i	3.8	i	i	i	i	i	i	i	i	3.0
CC(=C/C(=O)O)/C=C/c1ccc([N+](=O)[O-])cc1	i	6.3	x	i	x	x	i	x	i	i	x
CC(=O)c1ccc(OCc2cc(C(=O)NCCn3nc(C)cc3C)no2)cc1	i	5.3	i	i	i	i	i	i	i	i	-23.5
Cc1cc(OC(C)C(=O)NCCN2CCOCC2)c2c(C)c(C)c(=O)oc2c1 (stereo not drawn)	i	-18.9	i	i	i	i	i	i	i	i	1.3
COc1ccc(OC)c(S(=O)(=O)n2cnc3cc(C)c(C)cc32)c1	i	-0.7	i	i	i	i	i	i	i	i	13.2
COc1ccc(CC(=O)OCC(=O)N2N=C(c3ccccc3)CC2c2ccc(OC)cc2)cc1 (stereo not drawn)	i	9.7	i	i	i	i	i	i	i	i	10.6
Cc1cc(C)n2nc(SCc3nnc(SCc4ccccc4Cl)s3)nc2n1	i	0.7	i	i	i	i	i	i	i	i	-14.6
CCOc1ccc(NC(=O)c2cccnc2Cl)c([N+](=O)[O-])c1	i	x	i	i	i	i	i	i	i	i	-2.7
C=CCN1C(=O)C(Cc2ccc(OC)cc2)S/C1=N\N=C\c1cccs1 (stereo not drawn)	i	-3.1	i	i	i	i	i	i	i	i	7.0
NC(N)=NS(=O)(=O)c1ccc(NC(=S)NC(=O)c2ccc(Br)cc2)cc1	i	5.6	i	i	i	i	i	i	i	i	-1.2
CCCCNC(=S)NNC(=O)c1csc(C(C)C)c1	i	7.4	i	i	i	i	i	i	i	i	-6.5
O=C(CSc1ccccc1)Nc1ccc2sccc2c1	i	-4.6	i	i	i	i	i	i	i	i	-0.1
CC(C)(C)OC(=O)NCCCC1=CC2=CC(=O)C(C)(O)C(=O)C2=CO1 (stereo not drawn)	x	10.8	i	i	i	i	i	i	i	i	3.3
CCOC(=O)C1(CCc2ccccc2)CCN(C2Cc3ccccc3C2)CC1	i	0.2	i	i	i	i	i	i	i	i	-0.2
O=C(C[n+]1ccccc1)Nc1ccccc1Br	i	-1.8	i	i	i	i	i	i	i	i	-3.6
O=C(NC(=S)NNC(=O)c1ccco1)c1ccccc1	i	0.4	i	i	i	i	i	i	i	i	42.3
COc1ccc(CNC(=O)CN(C)S(=O)(=O)c2ccc(Br)s2)cc1	i	11.1	i	i	i	i	i	i	i	i	9.3
Cc1cc(=O)oc2cc(OC(C)C(=O)NC3CCN(Cc4ccccc4)CC3)ccc12 (stereo not drawn)	i	-0.5	i	i	i	i	i	i	i	i	0.0
